Source: PubChem (Broad Institute)
CASP6 VEID inh – blocks human caspase-6 cleavage activity; 350,000 compounds, 0.53% hits; inhibition, % at 12.5 µM; purified caspase-6, Z-VEID-R110 cleavage fluorescence;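 active means mean inhibition across replicates at least about 35%, with every replicate also reaching that limit, limit read from the data; inconclusive means only one of the two criteria met; inactive means neither criterion met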;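 further: 0% = median of neutral control wells and 100% = no fluorescence left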
Target sequence (P55212 24-179 limits assumed): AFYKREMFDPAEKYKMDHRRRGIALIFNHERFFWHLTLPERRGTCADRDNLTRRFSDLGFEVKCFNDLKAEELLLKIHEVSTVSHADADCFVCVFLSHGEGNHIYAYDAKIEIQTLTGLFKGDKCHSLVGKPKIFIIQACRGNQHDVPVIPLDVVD
Target sequence (P55212 194-293 limits assumed): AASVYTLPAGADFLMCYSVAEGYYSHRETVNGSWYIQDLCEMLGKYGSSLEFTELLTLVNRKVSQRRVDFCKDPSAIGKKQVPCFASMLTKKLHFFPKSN
DENV2 CPE rescue – protects cells from dengue virus 2 cytopathic effect. DENV2-infected cells, cytopathic effect rescue, plate reader. CPE inhibition, % at 9.99 µM. 350,000 compounds, 1.7% hits; in the data active means CPE inhibition above about 20%, passing the limit was not always enough; inconclusive means no clear call, values can overlap the other calls; tested in BHK-21 cells;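 further: 0% = median of neutral control wells and 100% = median of positive control wells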
RAD52 inh – inhibitors of human RAD52 DNA annealing | recombinant RAD52 DNA annealing, FRET fluorescence | inhibition, % at 18.7 µM | 360,000 compounds, 0.46% hits;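 active means every replicate showing at least 50% inhibition; inconclusive means mean inhibition at least 50% but not in every replicate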
RAD54 inh – blocks human RAD54 Holliday junction branch migration; Q92698; FAM/BHQ fluorescence; inhibition, % at 10.4 µM; 360,000 compounds, 0.14% hits; AID 602329;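 active means mean normalized replicate activity at least 40 and at least half of replicates scoring 40 or more; inconclusive means only one of the two criteria met; inactive means mean below 40 and under half of replicates reaching 40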;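 further: 0% = median of neutral control wells and 100% = median of positive control wells; inhibitors cause a drop in the FAM fluorescence signal; in these data hits start at about 50%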
Target sequence (Q92698 whole entry, looked up): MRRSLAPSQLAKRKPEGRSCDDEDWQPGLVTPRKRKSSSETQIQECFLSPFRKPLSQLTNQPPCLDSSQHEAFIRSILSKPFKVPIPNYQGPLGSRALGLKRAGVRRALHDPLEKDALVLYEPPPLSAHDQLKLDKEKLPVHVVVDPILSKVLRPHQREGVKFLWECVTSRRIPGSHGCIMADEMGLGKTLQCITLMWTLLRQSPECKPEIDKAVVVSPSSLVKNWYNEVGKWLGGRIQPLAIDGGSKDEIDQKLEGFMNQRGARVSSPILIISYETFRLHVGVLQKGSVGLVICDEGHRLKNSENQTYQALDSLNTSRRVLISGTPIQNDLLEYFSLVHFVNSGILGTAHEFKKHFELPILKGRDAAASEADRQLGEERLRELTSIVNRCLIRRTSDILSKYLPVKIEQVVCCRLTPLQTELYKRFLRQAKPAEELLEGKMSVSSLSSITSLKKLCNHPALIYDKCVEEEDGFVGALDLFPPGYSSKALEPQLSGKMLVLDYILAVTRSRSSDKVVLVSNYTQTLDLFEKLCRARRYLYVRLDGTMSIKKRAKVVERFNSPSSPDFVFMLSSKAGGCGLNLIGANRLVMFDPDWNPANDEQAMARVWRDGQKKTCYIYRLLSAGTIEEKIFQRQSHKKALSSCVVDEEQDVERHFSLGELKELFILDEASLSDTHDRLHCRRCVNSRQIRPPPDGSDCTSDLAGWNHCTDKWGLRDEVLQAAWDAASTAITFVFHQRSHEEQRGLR
GSIS activator – primary screen for activators of insulin secretion dependent on glucose, INS-1E cells, GLuc reporter luminescence; INS-1E GLuc reporter insulin secretion, 2-3 h; activation, % at 16.6 µM; 370,000 compounds, 0.61% hits;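 active means lowest replicate activation of at least 40%, so every replicate reaches that level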;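 further: 0% = median of neutral control wells and 100% = median of IBMX positive control wells; some compounds called inactive have numbers as strong as hits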
F508del corr – correctors of CFTR F508del function in bronchial epithelial cells; 350,000 compounds, 0.36% hits; AID 720511; activity (quench increase), % at 7.58 µM; CFBE cells, YFP halide quenching; stimulated with forskolin plus potentiator P3; % fluorescence drop versus neutral controls;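 active means mean added fluorescence quench of at least 8% versus neutral control, with both replicates also reaching 8%; inconclusive means only one of the mean or replicate conditions met; inactive means mean below 8% and not both replicates reaching 8%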;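 further: cells transiently co-express mutant CFTR-F508del with the halide-sensitive YFP; corrector assay measuring rescue of mutant channel to the surface after 24 h compound exposure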
Xi reactivation – reactivates the inactive X chromosome in mouse fibroblasts. activation, % at 7.58 µM. 360,000 compounds, 0.055% hits. AID 743238. XiGFP mouse fibroblasts, % GFP-positive cells imaging, 3 d; cells co-treated with 5-aza-dC sensitizer; scaled so ellipticine positive control = 100%;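 active means mean normalized replicate activation at least 10% and every replicate at or above 10%; inconclusive means only one of the two criteria met; inactive means mean below 10% and not all replicates reach 10%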;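 further: 0% = median of on-plate neutral control wells and 100% = ellipticine 6 µM median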
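Material: SV40-immortalized XiGFP fibroblast cells, line 68-5-11 | Buffer or medium: DMEM containing 5-aza-dC | Dosing: One concentration, pinned | Times: 3 d treatment, 15 min room-temperature fixation | Controls: Ellipticine 6 µM positive control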
E-sel inducer – induces E-selectin expression in human endothelial cells | activation, % at 7.58 µM | AID 686992 | HUVEC E-selectin immunofluorescence imaging; normalized: neutral wells 0, TNF-alpha wells 100 | 260,000 compounds, 0.37% hits;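 active means mean E-selectin-positive cell signal at least 10% of the positive control, reached in at least 60% of replicates, without over 20% cell loss; inconclusive means no rule given, readout overlaps actives, possibly toxicity-flagged; inactive means the rest, including those meeting only one limit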;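 further: in these data hits start at about 27%; measured in HUVEC primary endothelial cells; signal is the percent of cells scored E-selectin positive by PE staining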
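Test system – human umbilical vein endothelial cells (HUVEC), E-selectin induction · Input – 3,000 HUVEC seeded per well · Buffer or medium – EGM-2, gelatin · Compound dosing – single-point compound dose · Detection – immunofluorescence imaging · Measure – percent E-selectin-positive cells · Controls – TNF-alpha high, DMSO low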
* marks the source's active call; other numbers are inactive results; ? = inconclusive; . = not tested or not shown; & = joins results of further samples.

SMILES	CASP6 VEID inh	DENV2 CPE rescue	RAD52 inh	RAD54 inh	GSIS activator	F508del corr	Xi reactivation	E-sel inducer
Cc1cccc(NC(=O)C2CCN(S(=O)(=O)c3c(C)noc3C)CC2)c1	1	15	3	-3	-5	1.4	0.0	.
c1ccc(CNc2nc(-c3cccs3)nc3ccccc23)nc1	3	9	-34	.	3	-0.2	0.0	.
CC(C)C[C@H]1CN([C@@H](Cc2ccccc2)CN2CCC[C@H]2CN2C(=O)C(=O)NC[C@@H]2Cc2ccccc2)C(=O)C(=O)N1CC1CCCCCC1	4	-8	-13	.	.	-0.2	-0.1	0.0
Cc1cccc(NS(=O)(=O)c2cccc(C(=O)N3CCCCCCC3)c2)c1	-9	-5	-29	-1	-61	6.5	0.2	.
CCOc1ccc2nc(NCCCNC(=O)c3cc(OC)c(OC)c(OC)c3)c(C#N)cc2c1	0	7	-29	-12	-13	?	0.0	2.0
Cc1ccccc1-c1cnc2c(c1)C(=O)N([C@H](C)CO)C[C@H](C)[C@@H](CN(C)C(=O)c1ccccc1)O2	1	-5	5	-4	2	0.6	-0.8	0.5
Nc1ncnc2c1ncn2[C@@H]1O[C@H](CNC(=O)[C@H](N)Cc2cccnc2)[C@@H](O)[C@H]1O	-2	0	-7	-2	3	-1.1	0.1	-0.1
Cc1ccc(Cl)c(OCCCN(C)Cc2ccccc2)c1	1	6	11	-5	3	-0.8	0.2	0.0
C=CCC[C@H](Cc1ccc(F)cc1)C(=O)OC[C@@H](Cc1c[nH]c2ccccc12)NC(=O)[C@@H](CC=C)CC(=O)N[C@@H](CO)Cc1ccccc1	0	?	-9	2	.	4.2	0.1	0.3
OC(CNC1CCCC1)COCCOc1ccc(Br)cc1 (centres undefined)	0	-1	7	.	-13	-0.7	0.0	3.0
COc1ccc(S(=O)(=O)N(C)C[C@H]2Oc3ccc(NC(=O)CCC(F)(F)F)cc3C(=O)N([C@@H](C)CO)C[C@@H]2C)cc1	-2	-1	-16	-12	-2	0.6	0.0	-33
O=C(c1ccc(F)cc1)N1CCC(C(=O)N2CCN(S(=O)(=O)c3cccc(F)c3)CC2)CC1	-1	-4	-10	5	25	0.8	0.0	.
C[C@]1(CC/C(=C/CO)CO)[C@H](CO)CC[C@@]23COC(=O)C2=CCC[C@@H]31	-2	9	-10	1	0	1.7	.	.
CNc1cc(-c2cnn(CC(C)C)c2)ncn1	-2	-12	-4	7	1	-0.6	0.2	0.0
OC[C@@H]1CN(Cc2ccco2)C[C@H](n2cnc3c(NC4CC4)ncnc32)O1	0	0	-2	-13	18	2.9	0.2	1.1
Cc1cccc(-c2c(O)cc(=O)[nH]c2Cl)c1	18	1	-20	3	3	4.3	0.2	.
O=C1c2c(-c3ccc(Br)cc3)noc2CCN1Cc1cn(Cc2ccccc2)nn1	1	17	-12	.	-23	-0.8	-0.2	-0.1
N#Cc1ccc(-c2ccc3c(c2)[C@@H]2[C@@H](CCN2C(=O)Cc2ccccc2)[C@@H](CO)N3)cc1	-3	?	-298	-8	8	3.7	-0.1	-1.0
CC(=O)C[C@@H](O)CC(=O)[C@H]1OC(=O)[C@H](C)C/C=C\Cc2ccccc21	3	0	-12	-7	-3	-2.7	-0.1	1.7
O=C(O)[C@@H](c1ccccc1)N1Cc2ccccc2C1=O	25	-3	1	-24	.	-4.1	0.1	-0.1
Cc1ccc(S(=O)(=O)Nc2ccc3c(c2)C(=O)N([C@H](C)CO)C[C@@H](C)[C@H](CN(C)C(=O)Cc2ccccc2)OCCCC[C@@H](C)O3)cc1	5	5	25	-7	-32	-1.3	-0.1	.
Cc1ccccc1Cn1ccc(NC(=O)c2nn3cccnc3c2Cl)n1	2	-3	-3	.	-5	1.0	0.0	.
CCOc1ccc(S(=O)(=O)N(CC(=O)NCc2cccnc2)c2ccc(C)cc2)cc1	4	-2	-2	-2	0	-0.1	0.2	0.1
COc1ccc(NC(=O)c2ccc(-c3ccccc3)cc2)cc1S(=O)(=O)N1CCOCC1	0	7	2	.	12	-1.5	0.0	.
O=C(O)C1(Nc2ccccc2Cl)CCCC1	-11	2	-5	1	11	-1.3	0.2	0.1
(list continues)
SMILES	CASP6 VEID inh	DENV2 CPE rescue	RAD52 inh	RAD54 inh	GSIS activator	F508del corr	Xi reactivation	E-sel inducer
COc1cccc(NC(=O)c2cccc(C)c2[N+](=O)[O-])c1	0	3	13	.	4	3.6	0.2	1.7
COc1ccc(NC(=O)c2ccc(NC(=O)CN3CCC(C(N)=O)CC3)cc2)cc1	-6	7	-8	3	10	-1.8	0.1	-0.1
Cc1ccc([C@H]2C[C@H](O)[C@@H](n3cc(C4CC4)nn3)CN2CC2CCCCC2)cc1	0	11	-5	-4	-9	-3.3	-0.2	0.1
COc1cc(C(C)=O)ccc1OCC(=O)N(CCC1=CCCCC1)c1c(N)n(Cc2ccccc2)c(=O)[nH]c1=O	-2	-4	-9	-9	6	1.0	0.1	.
C[C@@H]1CN([C@H](C)CO)C(=O)c2cc(NC(=O)Nc3ccc(C(F)(F)F)cc3)ccc2O[C@@H]1CN(C)C(=O)Nc1ccccc1	-1	-5	6	3	-9	1.4	-1.0	-0.3
O=C(COC(=O)CCSc1ccccc1)Nc1ccc(F)cc1Cl	0	12	-9	-1	-14	-0.6	0.0	.
CCOc1ccc2[nH]cc(C(=O)NCc3ccccc3)c(=O)c2c1	-1	-6	7	-2	21	1.4	0.0	0.2
COc1cccc(NC(=O)Nc2ccc3c(c2)C(=O)N(C)[C@H]2CC[C@@H](CC(=O)O)O[C@H]2CO3)c1	.	?	.	1	1	0.6	0.2	0.0
CC(=O)Oc1ccc(Cn2c(C)c(C(=O)NCc3ccc(C#N)cc3)sc2=O)cc1	1	5	-4	-5	11	-0.2	0.1	.
Cc1ccc(NC(=O)CN2CCCCCC2)cc1Br	-4	-3	-14	-6	5	-0.4	0.1	0.0
CC(C)OCC1Cn2c(nc3c2c(=O)n(C)c(=O)n3C)O1 (centres undefined)	-2	5	2	.	13	0.9	0.0	.
Nc1cc(=O)n(Cc2ccccc2)c(=O)n1Cc1ccccc1	0	15	-23	.	16	-2.2	0.0	-0.3
COc1cccc(NC(=O)C2CCC(CNS(=O)(=O)c3cccs3)CC2)c1 (centres undefined)	1	0	4	.	6	4.3	0.0	.
CCN(c1ccc(OC)cc1)c1ncnc2nc[nH]c12	2	-8	5	-9	22	0.0	0.0	-0.3
COc1ccc(C(N)c2csc(Nc3ncccn3)n2)cc1 (centres undefined)	1	-11	1	-6	4	2.4	0.0	-0.1
CCNC(=O)C[C@H]1CC[C@@H]2[C@H](COc3ccc(NC(=O)Nc4ccccc4F)cc3C(=O)N2C)O1	1	-4	0	2	-11	0.9	0.2	0.2
CC(C)OC(=O)c1cc(NC(=O)C2C3C=CC(O3)C2C(=O)O)cc(C(=O)OC(C)C)c1 (centres undefined)	1	-3	-13	-1	4	2.0	0.1	.
COc1ccccc1C(CC(=O)c1ccccc1)C(=O)c1ccccc1 (centres undefined)	-3	2	-5	.	-1	1.4	-0.1	0.0
CCc1ccc(-c2ccc(SCC(=O)NC3CCCC3)nn2)cc1	-4	11	13	-1	-9	0.3	0.0	-0.1
CCCCCCCCN1C(=O)[C@H](CC(=O)N2CCSCC2)C[C@@]2(C(=O)OC)CCCCC=C12	4	-18	-1	.	.	2.1	-0.1	.
O=C(OCC(=O)N(CCc1ccccc1)Cc1ccccc1)c1cc(S(=O)(=O)N2CCOCC2)ccc1F	0	-7	-6	-1	-24	-1.7	0.2	.
CCCCn1c(SCC(=O)Nc2ccc(NC(C)=O)cc2)nc2ccccc2c1=O	-2	4	-16	-13	10	4.7	0.0	.
C#CCOc1c(Cl)cc(/C=N/O)cc1OC	2	4	-17	.	33	.	0.2	0.2
c1csc(CNc2ncnc3ccc(-c4ccc5c(c4)OCCO5)cc23)c1	1	-10	-11	-4	-5	-2.1	0.1	0.3
COc1ccc(S(=O)(=O)Nc2ccccn2)cc1C(=O)Nc1ccccc1	3	-5	-2	-3	-10	1.3	0.4	1.6
Other structures:
SMILES	CASP6 VEID inh	DENV2 CPE rescue	RAD52 inh	RAD54 inh	GSIS activator	F508del corr	Xi reactivation	E-sel inducer
NS(=O)(=O)c1ccc(NNC(=O)c2cccs2)cc1	1	3	-11	.	-4	-1.0	0.1	12
CCC1(C)Cc2nc(Cl)c(C#N)cc2CO1 (centres undefined)	3	5	-21	-2	13	-0.7	0.2	0.7
CSc1ccc(CN2CCC2(C)C(=O)Nc2cnc3ccccc3c2)cc1 (centres undefined)	0	9	-4	7	-6	-0.7	0.1	0.0
O=C1[C@H]2[C@@H](c3ccc(C(F)(F)F)cc3)N[C@]3(CCCN(Cc4ccc(Br)cc4)C3=O)[C@H]2C(=O)N1Cc1ccccc1	2	2	3	-17	.	2.3	-0.1	-0.1
CS(=O)(=O)N1N=C(c2ccco2)CC1c1ccco1 (centres undefined)	62*	7	-18	-1	2	2.4	0.1	0.6
CCCC(=O)Nc1ccc2c(c1)C(=O)N(C)C[C@@H](OC)[C@H](C)CN(C(=O)CN1CCOCC1)[C@H](C)CO2	-1	2	14	-7	2	8.4*	-0.5	-0.2
COc1c(F)c(F)c(C(=O)Nc2c(C)cc(Br)cc2C)c(F)c1F	1	7	-8	-1	2	-2.7	0.2	-0.1
O=C(CSc1nnc2ccc(-c3ccccn3)nn12)Nc1ccc(F)cc1	0	7	4	-6	.	1.7	0.0	0.0
O=C(Nc1cccc(F)c1)N1CCCCN2[C@H](CO)[C@H](c3ccc(-c4ccncc4)cc3)[C@H]2C1	-10	-2	-41	-5	-13	-1.2	0.7	0.6
C/C=C(\C)CN1CCC(n2nccc2NC(=O)c2ccc(OC)cc2)CC1	-5	7	-14	1	16	0.8	0.0	.
CCCC#Cc1ccc2c(c1)O[C@@H](CN(C)C(=O)C1CCC1)[C@H](C)CN([C@H](C)CO)S2(=O)=O	-1	14	-3	6	-11	0.5	-0.7	-0.4
C[C@@H]1CN([C@@H](C)CO)C(=O)c2cc(-c3ccc(F)cc3)cnc2O[C@H]1CN(C)CC1CCOCC1	4	?	-11	2	5	-0.7	-0.8	-0.2
C[C@@H]1CN([C@H](C)CO)S(=O)(=O)c2ccc(C#Cc3cccc(F)c3)cc2O[C@H]1CN(C)S(=O)(=O)c1cn(C)cn1	1	-5	11	-4	-14	-0.9	0.0	0.0
COc1ccc(S(=O)(=O)N(C)C[C@@H]2Oc3ccc(NS(=O)(=O)c4ccc(C)cc4)cc3C(=O)N([C@@H](C)CO)C[C@@H]2C)cc1	0	-3	5	.	-2	4.3	0.1	-0.1
C[C@H](CO)N1C[C@H](C)[C@@H](CN(C)Cc2ccc3c(c2)OCCN3C)OCc2cnnn2CCCC1=O	-2&-1	5&0	-2&21	1&0	11&4	0.8&0.3	0.5&0.1	-0.2&-0.3
CCCc1cn(CC[C@H]2CC[C@H](NS(=O)(=O)c3ccccc3Cl)[C@@H](CO)O2)nn1	-1	4	2	1	-1	-2.2	0.4	0.0
Cc1cc2nnc(SCC(=O)N3CCOCC3)n2c2ccccc12	1	-4	-6	-12	8	-3.0	0.6	1.5
CSc1ncccc1C(=O)OCC(=O)c1ccc(C)s1	-1	10	-1	.	.	-0.1	-0.1	.
